High-throughput results (PubChem BioAssay)
Tb PFK inh: blocks T. brucei phosphofructokinase; 0.17% of 330,000 active; AID 485367; T. brucei PFK, ADP-Glo luminescence; Potency, µM (series often up to 57.5 µM), for inactives: top-dose activity, negative = inhibition, actives largely listed as inhibitors;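 further: potency means the concentration at half of the fitted maximal effect; 0% = uninhibited 1x PFK enzyme wells and -100% = no-enzyme wells; nearly all actives have a fitted effect of over 60% in size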
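Compounds were pin-transferred as a titration series up to 57 uM into substrate buffer (0.5 mM F6P, 0.1 mM ATP, pH 8.0), then 1.25 nM PFK was added and reactions ran 45 min before ADP-Glo detection.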
ASM inhibitor: inhibitors of human secretory acid sphingomyelinase; P17405; placental ASM, HMU-PC fluorogenic substrate, 60 min; Potency, µM (top dose mostly 57.5 µM), for the others: top-dose activity change, negative = inhibition, usual class: inhibitors; 0.006% of 340,000 active; AID 504937; further: potency means the concentration at half of the fitted maximal effect
Target sequence (P17405 47-631 limits assumed): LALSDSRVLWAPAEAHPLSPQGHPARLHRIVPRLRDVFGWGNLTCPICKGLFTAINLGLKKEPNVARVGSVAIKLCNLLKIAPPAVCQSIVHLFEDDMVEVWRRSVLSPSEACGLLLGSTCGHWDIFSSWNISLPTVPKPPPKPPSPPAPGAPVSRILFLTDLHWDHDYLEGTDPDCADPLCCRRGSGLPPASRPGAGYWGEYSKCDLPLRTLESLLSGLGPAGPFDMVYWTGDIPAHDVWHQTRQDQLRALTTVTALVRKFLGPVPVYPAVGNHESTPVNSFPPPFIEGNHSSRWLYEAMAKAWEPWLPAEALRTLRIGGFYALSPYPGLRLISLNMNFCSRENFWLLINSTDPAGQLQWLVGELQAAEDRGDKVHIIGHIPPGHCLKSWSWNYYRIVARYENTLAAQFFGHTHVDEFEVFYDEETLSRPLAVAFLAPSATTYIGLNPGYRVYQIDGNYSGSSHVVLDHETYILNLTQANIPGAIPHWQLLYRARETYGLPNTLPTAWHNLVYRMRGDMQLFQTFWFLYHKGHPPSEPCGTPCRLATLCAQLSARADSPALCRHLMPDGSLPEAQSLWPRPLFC
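Fluorescence read-out (Ex 386 nm, Em 447 nm) after stopping the reaction at pH 10. Enzyme: ASM from human placenta; substrate HMU-PC0, 9 uM final; 60 min, 37 °C. Compound preincubation 10 min, ambient temperature.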
Integrin act MD: activators of alpha7 integrin expression for muscular dystrophy. alpha7betagal myoblasts, beta-gal FDG fluorescence, 48 h. 0.064% of 350,000 active. Potency, µM (series often up to 38.3 µM), without a hit: at the top dose activation, hits mostly activators;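 further: potency means the concentration at half of the fitted maximal effect; 100% = response of the positive control SU9516; nearly all actives have a fitted effect of over 60% in size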
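alpha7betagal+/- myoblasts (passage 13, 250/well) treated 48 h at 37C with compounds at 1:260 dilution of DMSO stock. Lysed, then beta-galactosidase activity read as FDG fluorescence (ex 480/em 540) after 30 min, with pre-read for autofluorescence.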
Mito fusion yeast: inhibitors of mitochondrial division or activators of mitochondrial fusion | Potency, µM (titrated, usually from 46.1 µM), for the others: top-dose growth rescue (activation), usual class: activators | S. cerevisiae fusion-defective mutant growth rescue, CellTiterGlo 48 h | AID 485298 | 0.23% of 320,000 active;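 further: potency means the concentration at half of the fitted maximal effect; % of control where 0% means no effect; nearly all actives have a fitted effect of over 45% in size; temperature-sensitive fusion mutants such as fzo1-1 at 37 °C on non-fermentable ethanol glycerol medium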
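Luminescent cell viability in 1536-well qHTS format served as the measure of rescued growth in ts fusion-mutant S. cerevisiae cultured on non-fermentable YPEG for 48 hours at 37C.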
Chronic BCR inh: blocks chronic active B-cell receptor signaling; ABC-DLBCL IkBa-CBG/CBR reporter, luminescence ratio, 4 h; Potency, µM (titrated, usually from 46.1 µM), for the others: at the highest dose ratio change, negative = lower green/red ratio, actives largely listed as inhibitors; 0.05% of 340,000 active; AID 493014; active means well fitted inhibition curve with a large enough effect in the signal ratio, with a control signal flat, not every such curve was filed as active; inconclusive means small, poorly fitted or top-dose-only effect, or effect the other way, or a change in a side signal; the % refers to the signal ratio;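 further: potency means the concentration at half of the fitted maximal effect; plate controls were basal doxycycline-induced cells for no effect and cells given 10 µM MG132 for full effect; MG132 reads +100%, hits lower the ratio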
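Cell line TMD8 (human ABC DLBCL), stably expressing tet-inducible CBG68-IkBa fusion and CBR; IMDM/0.5% FBS; cpd up to 46 uM; dox induction, 4 h, 37C/5% CO2; dual luminescence; green/red ratio; MG132 control.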
ELG1 repair inh: ELG1-dependent DNA repair inhibition. 2.3% of 330,000 active. Potency, µM (series often up to 46.1 µM), for the others: top-dose activity change, negative = inhibition, most hits filed as inhibitors. AID 504467. HEK293T ELG1-luciferase reporter, luminescence, 16 h; DNA damage induced by 5-fluorouridine; further: potency means the concentration at half of the fitted maximal effect; on the % scale 0 is the no-effect control and ±100 the full control effect; nearly all actives have a fitted effect of over 55% in size
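5-Fluorouridine DNA damage + compound/DMSO, 2,000 cells/well, 16 h, 37 °C/5% CO2. ONE-Glo, 30 min RT, luminescence. Readout = decrease in reporter signal.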
TSHR antag: human thyrotropin receptor antagonism | P16473 | TSHR-expressing cells, TSH-stimulated cAMP HTRF, 2 h; stronger effect = lower value | activity change, negative = inhibition, % at 11.5 µM | 0.2% of 330,000 active;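 active means activity change below a set negative limit, meaning inhibition stronger than a set level, cut at about -70% in these data; inconclusive means activity change between two set negative limits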; further: on the % scale 0 is the no-effect control and ±100 the full control effect
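Cell-based HTRF cAMP assay; TSHR cells + compound, TSH EC80 (4nM final), 2 h, 37 deg C. Lysis with anti-cAMP cryptate and cAMP-d2, 30 min RT, read 665/620 nm.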
AT treatment: potential ataxia-telangiectasia treatment. […] A-T fibroblasts, KAP-1 phosphorylation AlphaLISA; neocarzinostatin DNA damage 30 min before lysis. Potency, µM (series often up to 57.5 µM), inactives show at the top dose activation, hits mostly activators. 0.19% of 320,000 active; further: potency means the concentration at half of the fitted maximal effect; % of control where 0% means no effect; nearly all actives have a fitted effect of over 45% in size
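ATM-like activity read as KAP-1 phosphorylation via AlphaLISA donor/acceptor antibody pairs after lysis and 6 hr at 25C. Cells were ATM-null patient fibroblasts ([…], hTERT), dosed 60 min, then exposed to the DSB inducer NCS for 30 min.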
TCR activator: activates T cell receptor signaling; primary human leukocytes, anti-CD3, IL-2 HTRF, 48 h; Potency, µM (highest dose often 9.22 µM), inactives show top-dose activation of IL-2 secretion, most hits filed as activators; 330,000 tested, under 10 active; further: % of control where 0% means no effect
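Compounds are tested in HTS on primary human leukocytes co-incubated with a-CD3 beads for 48 hr. IL-2 output is measured by time-resolved FRET.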
TSG101-PTAP inh: blocks PTAP/TSG101 interaction to inhibit HIV-1 budding; Potency, µM (highest dose often 115 µM), for inactives: top-dose activity change, negative = inhibition, hits mostly inhibitors; Fluorescence polarization, FITC-PTAP peptide / Tsg101 binding; AID 493005; 340,000 tested, under 10 active; active means well fitted inhibition curve with a large enough effect in the main read-out, with a control signal flat, not every such curve was filed as active; inconclusive means small, poorly fitted or top-dose-only effect, or effect the other way, or a change in a side signal; inactive means no such curve, though single readings can be large or run the other way; further: potency means the concentration at half of the fitted maximal effect; % of control where 0% means no effect
Target sequence (Q99816 whole entry, looked up): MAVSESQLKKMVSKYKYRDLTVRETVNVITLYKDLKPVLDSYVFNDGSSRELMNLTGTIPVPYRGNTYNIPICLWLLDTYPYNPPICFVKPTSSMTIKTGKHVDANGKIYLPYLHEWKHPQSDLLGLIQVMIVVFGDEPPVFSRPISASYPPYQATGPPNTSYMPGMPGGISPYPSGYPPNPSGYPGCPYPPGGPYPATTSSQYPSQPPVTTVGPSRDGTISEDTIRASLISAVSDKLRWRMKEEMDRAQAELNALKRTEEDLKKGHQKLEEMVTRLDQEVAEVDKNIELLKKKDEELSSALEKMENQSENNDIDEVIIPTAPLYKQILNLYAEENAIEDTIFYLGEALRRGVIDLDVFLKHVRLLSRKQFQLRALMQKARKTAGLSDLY
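Steps: Tsg101 binding domain dispensed (10 uM final), compounds pinned in DMSO, FITC-labeled PTAP-motif peptide added (50 nM final); after 20 min binding at room temperature, polarization measured.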
Eya2 inh: Eya2 (human) phosphatase inhibition; recombinant Eya2, OMFP fluorescence dephosphorylation (OMFP is methylfluorescein phosphate); Potency, µM (titrated, usually from 76.9 µM), for inactives: at the highest dose activity, negative = inhibition, usual class: inhibitors; 0.006% of 330,000 active; further: potency means the concentration at half of the fitted maximal effect; on the % scale 0 is the no-effect control and ±100 the full control effect
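Eya2 (0.2 uM) preincubated 10 min at ambient with compound, then OMFP substrate added at 50 uM; 10 min reaction in 50 mM HEPES pH 7.5, 50 mM NaCl, 5 uM MgCl2, 0.05% BSA, 1 mM DTT. Fluorescence read at Ex 485/Em 525 nm.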
The depositor's hits bear a star; ? = inconclusive; / = not tested or not shown; [ ] = dose if it differs, or a comment. Unless noted, the call rests on the fitted dose curve; in most records, active means well fitted curve in the direction sought with a large enough effect; inconclusive means small, poorly fitted or top-dose-only effect, or another doubt; inactive means no such curve, though single readings can be large; an effect the other way counts as inactive or inconclusive. Rows were taken by chance; 3.2% or so of the library scored in one or more.

SMILES	Tb PFK inh	ASM inhibitor	Integrin act MD	Mito fusion yeast	Chronic BCR inh	ELG1 repair inh	TSHR antag	AT treatment	TCR activator	TSG101-PTAP inh	Eya2 inh
CCOc1ccc2[nH]c(=O)c(CN(CCO)C(=O)c3ccc(Br)cc3)cc2c1	0%	25%	6%	2%	-10%	-7%	5	3%	2%	1%	-10%
C=CC[N+](C)(C)CCN1C(=O)C2C(c3ccccc3)C=CC(c3ccccc3)C2C1=O (centres undefined)	1%	3%	-1%	3%	1%	5%	5	1%	3%	0%	4%
N#Cc1nc(-c2ccccc2)oc1N1CCCCC1	7%	-1%	16%[7.66 µM]	22%	-4%	20%	-5	0%	/	-8%	-5%
CCOC(=O)c1c(-c2cccc([N+](=O)[O-])c2)csc1NC(=O)CCCOc1ccccc1OC	3%	-2%	-3%	-1%	-12%	?	-9	-3%	-3%	-4%	-22%
Cc1cccc(C(=O)NC(=S)NCc2cccnc2)c1	2%	5%	-20%	-4%	-1%	-4%	5	2%	-2%[46.1 µM]	0%	-2%
O=c1c(Cc2ccc(Cl)cc2)c(O)ccn1Cc1ccncc1	9%	5%	1%	20%	-1%	-27%	2	5%	0%	-6%	-5%
Cc1cccc(NC(=O)C2CC(=O)OC23CCCC3)c1 (centres undefined)	-6%	3%	5%	0%	-1%	1%	-8	6%	4%[46.1 µM]	-5%	9%
N#Cc1cccc(NC(=O)CCc2ccc(S(=O)(=O)N3CCOCC3)cc2)c1	?	5%	-38%	/	?	-13%	-3	8%	0%	-4%	-4%
CCCCC[C@@H]1C=C(C(=O)O)[C@H](c2ccc(Cl)cc2)N1S(=O)(=O)c1ccc(C)cc1	1%	5%	11%	/	?	-3%	-2	-3%	-1%	-8%	-9%
CC(C)(O)CCCC(C)(O)c1ccc(C(=O)O)cc1O (centres undefined)	-5%	-5%	21%	-4%	-2%	0%	-4	22%	-1%	-6%	16%
COc1cc(/C=C2/NC(=O)NC2=O)cc(Br)c1OCc1cccc(C(=O)O)c1	3%	-3%	11%	-6%	11%	12%	8	2%	-1%	-3%	4%
CCOc1ccccc1NC(=S)N1CCN(c2ccccc2F)CC1	1%	-3%	-15%	-8%	-3%	0%	3	-4%	-3%	-2%	-6%
CCc1ccnc(NS(=O)(=O)c2ccc3c(c2)CCO3)c1	9%	5%	-13%	1%	5%	1%	0	-3%	4%	-2%	4%
COc1ccccc1N1CCN(CC(=O)NC(=O)NCc2ccco2)CC1	4%	8%	6%	1%	7%	3%	3	11%	1%[46.1 µM]	-1%	-8%
COc1ccc2cc3c(N)nn(C(=O)Cc4ccc(Cl)cc4)c3nc2c1	1%	4%	-15%	-2%	15%	?	7	14%	-6%	-4%	-2%
O=C(NCCc1cccc(Cl)c1)c1cccs1	4%	-2%	?	6%	-5%	?	3	2%	7%	-1%	0%
Cc1cc(OC(=O)c2ccccc2Cl)ccc1N1C(=O)CCC1=O	-1%	-1%	0%	3%	-1%	19%	-2	2%	6%	0%	3%
CCc1ccc2nc(SCC(=O)N3CC(=O)Nc4ccccc43)c(C#N)cc2c1	-2%	-11%	-24%	14%	?	?	-15	1%	-1%[46.1 µM]	-2%	-21%
CCOC(=O)N1CCN(c2c(NCCN3CCN(Cc4ccccc4)CC3)c(=O)c2=O)CC1	1%	0%	3%	-5%	?	4%	5	-3%	1%	-2%	9%
Cc1nnc2sc(-c3csc4c3CCCC4)nn12	-4%	-3%	6%	12%	?	?	4	-1%	3%	-3%	-3%
Cc1ccc(S(=O)(=O)N2CCN(C(=O)Cc3c(F)cccc3Cl)CC2)cc1	-2%	/	28%	8%	-1%	3%	-2	16%	12%	5%	-24%
CC1(CC(=O)O)C(=O)N=C2C=CC=CN21 (centres undefined)	1%	30%	2%	5%	-8%	?	-2	-1%	1%[46.1 µM]	-8%	1%
C=CCn1c(C(CCC(C)C)CC(C)(C)O)n[nH]c1=S (centres undefined)	0%	-2%	2%	1%	-8%	19%	-4	-7%	1%	-4%	-21%
CC(CCc1ccccc1)NC(=O)CCN1N=C(c2ccccc2)CCC1=O (centres undefined)	-1%	-1%	11%	0%	-5%	?	3	1%	-3%	-3%	5%
CSc1ccc(CN(C)C(=O)CNC(=O)c2sc3ccccc3c2Cl)cc1	0%	-13%	12%	-2%	1%	-2%	-15	2%	-3%	1%	9%
Cc1ccc(CNC(=O)CN(C)S(=O)(=O)c2cnc[nH]2)cc1	2%	3%	-5%	-23%	2%	0%	4	2%	6%[46.1 µM]	-2%	8%
C/C(=C\C(=O)c1ccc(Br)cc1)Nc1ccc(Cl)cc1	-10%	-1%	7%	/	?	?	-12	3%	-1%[46.1 µM]	1%	7%
CCOc1ccc(NC(=O)c2c(OC)cccc2OC)cc1	-7%	3%	4%	-1%	0%	-2%	-4	-1%	6%	-7%	1%
CCN(CCN(C)C)C(=O)c1ccc2c(c1NCCO)C(=O)c1ccccc1C2=O	-25%	-12%	-48%[inhibitor]	-7%	?	17%	-20	-1%	2%	2%	-22%
O=C(CCCCCCN1C(=O)c2ccccc2C1=O)Nc1nccs1	1%	-9%	-4%	3%	0%	16µM*	-13	0%	-1%[46.1 µM]	-5%	7%
CCN1CCN(C2=C(NS(=O)(=O)c3ccc(Br)cc3)C(=O)c3ccccc3C2=O)CC1	-2%	-1%	27%	-18%	4%	-3%	33	-15%	-5%	-4%	2%
COc1cc(CCCN2C(=S)NC[C@@H]2c2ccccc2)cc(OC)c1OC	0%	3%	-3%	-2%	?	0%	-1	-15%	-5%	0%	-1%
CCOC(=O)c1ccc2c(c1)nc(SCc1cn3ccsc3n1)n2CC	-4%	-4%	-23%	-1%	?	0%	/	-21%	1%	-3%	-2%
Cc1cc(-c2nnc(SCC(=O)Nc3nc(-c4ccc(Cl)cc4)cs3)o2)no1	?	-2%	?	2%	?	2%	-3	-7%	4%	-6%	0%
COc1ccc(N2CCN(CC(O)COc3ccc(F)cc3)CC2)cc1 (centres undefined)	0%	2%	17%	-19%	?	11%	-7	-5%	11%	-1%	1%
CCN1C(=O)N(CN2CCOCC2)C2C1N(CN1CCOCC1)C(=O)N2CC (centres undefined)	-2%	7%	-24%	-1%	?	-1%	8	7%	-7%	-1%	-11%
O=S(=O)(c1cccc(-c2cn3cccnc3n2)c1)N1CCCCCC1	1%	73%[activator]	-3%	7%	-4%	-4%	3	-1%	-1%	-1%	11%
CCCCCCCCCCCCOC(=O)C[N+](C)(C)C	-2%	4%	16%	-18%	?	-16%	0	22%	-4%	-5%	-4%
CC(C)CN1C(=O)c2ccc(C(=O)Nc3nccs3)cc2C1=O	3%	-6%	11%	6%	0%	?	-7	2%	1%	-1%	1%
CCOC(=O)c1ccc(NC(=O)c2cn(CCC#N)nc2-c2ccc3c(c2)OCCO3)cc1	-4%	-7%	-15%	1%	?	15µM*	11	-3%	3%[46.1 µM]	-5%	-4%
CC(C)Cn1c(N)c(C(=O)COC(=O)c2c(F)cccc2F)c(=O)n(C)c1=O	1%	-4%	-36%	10%	-2%	?	-9	0%	5%	-5%	7%
CCN(CC)CCn1c(O)c(N=O)c2ccccc21	1%	5%	-13%	-6%	-4%	-3%	-13	6%	4%	-5%	10%
CCCn1c(=N)c(S(=O)(=O)c2ccc(F)cc2)cc2c(=O)n3cccc(C)c3nc21	-4%	2%	-8%	1%	-6%	-1%	12	7%	-3%	-6%	3%
CCOc1ccccc1NC(=O)c1sc2nc(C)nc(N3CCOCC3)c2c1C	-1%	0%	?	5%	-3%	3%	-6	-5%	0%	-6%	-3%
COc1ccc([C@H]2Oc3cc(O)cc(O)c3C(=O)C2[C@@H]2C(=O)c3c(O)cc(O)cc3O[C@@H]2c2ccc(OC)cc2)cc1 (some centres undefined)	7%	-22%	-9%	-156%[inhibitor]	?	0%	-24	3%	-7%	/	-6%
